Screening results (PubChem BioAssay)
E coli RNAP – blocks E. coli RNA polymerase transcription | AID 559 | P0A8V2 | inhibition, %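 (tested at 10 µM)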 | hit rate 0.2% among 62,000 | fluorescence transcription assay; in the data active = inhibition above about 20%;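 note: 0% = enzyme without compound and 100% = no enzyme blank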
M1 agonist – M1 muscarinic receptor agonism. CHO-M1 cells, Fluo-4 calcium fluorescence, agonist mode; active compounds read high. hit rate 3% among 64,000. B-score at 10 µM;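 active = fluorescence rise, raw or as B-score row- and column-corrected plate score, outside the 99.7% band of its plate's samples, either direction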
S1P1 ag pot – S1P1 (human) agonism or agonism potentiation | P21453 | hit rate 0.57% among 56,000 | activation, % at 9.5 µM | S1P1 CRE-bla cells, forskolin, beta-lactamase FRET, potentiator mode; S1P1 agonist co-added at EC20, 2 nM; 100% = saturating reference agonist, 0% = basal;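 active = activation above a cutoff set at the mean activation of all tested compounds plus 3 SD, cut at about 54% in these data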;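 note: forskolin at 4 µM as EC80 and the EC20 agonist is SEW2871; 100% = SEW2871 at its EC100 plus forskolin at EC80; some compounds past the cut are filed as inactive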
HEK293 NFkB inh – lowers PMA/ionomycin-induced NF-kB signal in HEK293 cells; HEK-293 NF-kB luciferase reporter, luminescence; inhibition, % at 3 µM; hit rate 0.21% among 62,000;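 active = inhibition above the mean of all tested compounds plus 3 SD, cut at about 40% in these data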;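 note: 0% = stimulated DMSO wells and 100% = 10 µM reference inhibitor 5653914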
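Material: HEK-293 cells with stable firefly luciferase reporter driven by four HIV NF-kB elements / Also added: PMA plus ionomycin mix as NF-kB-activating stimulus / Compound dosing: 3 µM once, 0.30% DMSO / Times: 1 h pretreatment, 16 h stimulation, 37 °C / Signal: luminescence / Evaluation: per-plate % inhibition versus controls / Benchmarks: DMSO and 10 µM reference inhibitor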
S1P3 agonist – S1P3 (human) receptor agonism. Q99500. S1P3 NFAT-BLA reporter cells, FRET ratio; relative to 1 µM S1P, basal subtracted. hit rate 0.1% among 60,000. activation, % at 4.5 µM;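 active = activation above the screen-wide mean plus 3 SD, cut at about 4.5% in these data, passing the limit was not always enough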; note: some compounds called inactive have numbers as strong as hits
Target sequence (Q99500 whole entry, looked up): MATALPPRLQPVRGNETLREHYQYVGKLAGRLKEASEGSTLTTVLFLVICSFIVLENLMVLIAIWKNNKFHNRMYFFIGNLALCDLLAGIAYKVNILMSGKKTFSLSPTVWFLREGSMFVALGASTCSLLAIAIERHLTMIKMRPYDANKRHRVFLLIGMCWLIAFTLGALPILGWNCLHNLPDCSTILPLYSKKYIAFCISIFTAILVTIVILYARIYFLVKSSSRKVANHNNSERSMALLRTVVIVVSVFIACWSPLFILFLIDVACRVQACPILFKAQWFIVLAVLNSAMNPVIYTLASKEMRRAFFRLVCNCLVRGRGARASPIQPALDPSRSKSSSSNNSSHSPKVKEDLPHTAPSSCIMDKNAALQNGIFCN
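material = human S1P3 NFAT-BLA reporter CHO cells | schedule = 4 h compound at 37 °C, 2 h substrate at RT | measured by = fluorescent BLA substrate, ex 405 nm, em 460/535 nm ratio | controls = 1 µM S1P reference | replication = primary once, confirmation triplicate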
TNAP act mid DEA – human TNAP activation, intermediate phosphate acceptor. 64,000 tested, under 10 active. AID 813. purified TNAP, CDP-star luminescence, 100 mM DEA, 30 min; active compounds read high; scale: 0 levamisole-inhibited, 1 vehicle-only enzyme. activation factor at 20 µM. P05186;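 active = activation factor of at least 2 at 20 µM, relative to controls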
D1 mod – allosteric modulators of human D1 dopamine receptor; AID 641; B-score at 10 µM; hit rate 5.9% among 58,000; P21728; HEK293 D1, CRE-luciferase, dopamine EC30 potentiation; actives deviate in either direction;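 active = luminescence count or its row- and column-corrected plate score outside the 99.7% band of the plate's sample wells, on either side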
Target sequence (P21728 whole entry, looked up): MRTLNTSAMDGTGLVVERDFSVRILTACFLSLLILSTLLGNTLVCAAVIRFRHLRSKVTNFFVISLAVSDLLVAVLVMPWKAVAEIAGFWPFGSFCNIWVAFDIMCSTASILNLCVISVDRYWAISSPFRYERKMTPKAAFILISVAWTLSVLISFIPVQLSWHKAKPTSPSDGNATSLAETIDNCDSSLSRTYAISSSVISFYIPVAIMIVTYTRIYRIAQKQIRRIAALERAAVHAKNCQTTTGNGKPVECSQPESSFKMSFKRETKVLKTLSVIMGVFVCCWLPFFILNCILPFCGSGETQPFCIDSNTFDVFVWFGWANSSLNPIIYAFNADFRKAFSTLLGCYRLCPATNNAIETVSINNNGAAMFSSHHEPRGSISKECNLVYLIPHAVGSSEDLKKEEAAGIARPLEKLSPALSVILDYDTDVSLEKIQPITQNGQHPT
M1 antagonist – blocks the rat M1 muscarinic receptor response to acetylcholine | hit rate 3.4% among 64,000 | P08482 | B-score at 10 µM | CHO-M1 cells, Fluo-4 calcium, ACh EC80 antagonist mode; active compounds read low;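 active = calcium fluorescence response, raw or row-and-column corrected B-score, differing from the plate sample mean either way at a set confidence level, mostly lower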
Jurkat viability – cytotoxicity toward Jurkat cells; inhibition, % at 4 µM; AID 463; hit rate 1.2% among 56,000; Jurkat E6.1 viability, ATP luminescence, 48 h;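 active = inhibition above the mean inhibition of all tested compounds plus 3 SD, cut at about 28% in these data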
* hit, by the source's call; x = no result given.

Every second line gives: E coli RNAP	M1 agonist	S1P1 ag pot	HEK293 NFkB inh	S1P3 agonist	TNAP act mid DEA	D1 mod	M1 antagonist	Jurkat viability
CCOC(=O)Cn1c(CN(C)Cc2ccccc2)nc2c1c(=O)n(C)c(=O)n2C
  11	-0.37	x	10	x	0.9	-0.063	-0.0019	x
Cc1ccc(S(=O)(=O)Cn2nnnc2C(c2ccc(F)cc2)N2CCC(C(N)=O)CC2)cc1 (configuration not stated)
  5	-0.19	-3	-1	0.4	0.9	-0.0019	0.21	3
Cc1cn(C2OC(COC(=O)c3ccccc3)C(O)C2O)c(=O)[nH]c1=O (configuration not stated)
  -7	-0.52	7	8	-0.4	0.9	1	-0.041	3
CC(=O)N1CCc2cc(S(=O)(=O)CCC(=O)N3CCN(C(=O)c4ccco4)CC3)ccc21
  9	-0.038	17	-24	-1.4	1	0.016	-0.58	-13
CCN(CC(=O)Nc1c(C(=O)OC)[nH]c2ccc(C)cc12)c1ccc2c(c1)OCO2
  10	0.17	8	11	-0.7	0.9	0.52	0.23	3
CCc1ccccc1N(CC)C(=O)c1cn(C)c(=O)c2cc(OC)c(OC)cc12
  4	x	-34	6	-0.4	1	0.051	x	-1
CCC(C)NS(=O)(=O)c1ccc(NC(=O)c2c(-c3ccccc3)noc2C)cc1 (configuration not stated)
  8	-0.59	3	5	-0.4	0.9	x	-0.71	1
Nc1cc(=O)[nH]c(SCCNS(=O)(=O)c2ccccc2)n1
  6	-1.4	-13	3	-0.3	0.9	0.31	0.26	-1
CNc1ccc(C(O)(C(F)(F)F)C(F)(F)F)cc1C(O)(C(F)(F)F)C(F)(F)F
  5	-0.21	-1	-1	-1.2	0.8	0.36	-0.83	6
NCCc1nnc(SCc2ccc(F)cc2)o1
  -2	0.039	-10	-7	-0.8	0.9	0.021	0.68	1
CCOC(=O)c1[nH]c(=O)[nH]c1CSCCO
  5	-1.5	x	x	x	0.9	-1.2	-1.9	x
COC(=O)c1ccc(NC(=O)CCn2cccc2)cc1
  1	0.41	-7	3	-0.7	0.9	0.36	-0.042	-9
CCN(CC)c1ccc(NC(=O)c2ccccc2F)cc1
  8	2.1	23	-28	-1.5	0.9	-5*	-0.016	57*
CCc1nnc(NC(=O)c2ccncc2)s1
  6	0.46	-10	-8	-1.2	0.9	2.8*	0.063	5
CC12CCC(C(=O)N3CCN(C(=O)C45CCC(C)(C(=O)O4)C5(C)C)CC3)(OC1=O)C2(C)C
  6	0.024	x	-1	0.3	0.9	0.98	0.12	-6
O=S(=O)(c1cccc(-c2cn3cccnc3n2)c1)N1CCCCCC1
  -5	-1.6	-11	21	-0.2	0.8	0.59	-0.3	6
COc1c(Cl)cc(Cl)cc1C(=O)Nc1ccccc1N1CCN(C(C)=O)CC1
  10	-0.9	-22	15	-0.8	0.9	-0.34	0.25	-7
Cn1c(Cn2c(=O)sc3ccccc32)nnc1SCc1cccc(F)c1
  4	0.4	14	-4	-0.7	0.9	-0.17	-0.24	2
Cc1ccc(C(=O)c2ccc(O)cc2)cc1C
  x	-0.0049	2	5	-2.0	1	0.075	-0.33	0
COc1ccc(OC)c(NC(=O)C2CCN(S(=O)(=O)c3cccs3)CC2)c1
  4	-0.65	x	18	x	0.9	0.47	0.27	x
CCCN1C=CC(=C2C(=O)c3ccccc3C2=O)C=C1
  10	-0.43	7	86*	-1.5	0.8	-5.7*	0.06	29
CCOc1ccc(CCNC(=O)CN2CCN(Cc3ccc(F)cc3)C2=O)cc1OCC
  5	0	x	6	x	0.9	0.19	0.52	x
CC(C)Cn1c(SCC(=O)c2ccc(Cl)s2)nnc1-c1ccco1
  5	-0.53	14	-2	1.0	0.9	0.17	0.082	-5
CC(C)n1ncc(C(N)=O)c1N
  5	0.0089	-4	8	0.4	0.9	-0.47	0.023	-5
CCOC(=O)c1cc2cc(-c3c(C(=O)OCC)oc4cc(O)cc(O)c4c3=O)ccc2o1
  4	0.66	x	11	x	0.9	0.7	0.42	x
CCOC(=O)c1cnc2c(Cl)cc(Cl)cc2c1NCCOCCO
  1	-0.29	x	6	-1.1	1	0.94	-0.64	6
O=C(Nc1nccs1)NC(C(F)(F)F)C(F)(F)F
  5	-2.7	11	x	-1.2	0.9	1.1	0.063	x
Cc1ccccc1C(=O)NC1CCN(Cc2nnnn2Cc2ccccc2)CC1
  6	-0.03	4	22	0.0	0.9	-0.14	0.038	0
COc1cc(NC2c3ncccc3C(=O)N2Cc2ccco2)cc(OC)c1 (configuration not stated)
  6	-0.25	0	8	0.5	1	12*	0.2	1
Cc1cc(/C=N/n2cnnc2)c(C)n1-c1ccc(C(=O)O)cc1
  -3	-1.9	2	-3	-1.6	0.9	-0.11	0.65	3

Nothing new here: entries from further up.
Every second line gives: E coli RNAP	M1 agonist	S1P1 ag pot	HEK293 NFkB inh	S1P3 agonist	TNAP act mid DEA	D1 mod	M1 antagonist	Jurkat viability
CCOC(=O)Cn1c(CN(C)Cc2ccccc2)nc2c1c(=O)n(C)c(=O)n2C
  11	-0.37	x	10	x	0.9	-0.063	-0.0019	x
Cc1ccc(S(=O)(=O)Cn2nnnc2C(c2ccc(F)cc2)N2CCC(C(N)=O)CC2)cc1 (configuration not stated)
  5	-0.19	-3	-1	0.4	0.9	-0.0019	0.21	3

(cont.)
Every second line gives: E coli RNAP	M1 agonist	S1P1 ag pot	HEK293 NFkB inh	S1P3 agonist	TNAP act mid DEA	D1 mod	M1 antagonist	Jurkat viability
Cc1ccc(-c2nc3ncccc3o2)cc1NC(=O)Cc1ccc(Cl)cc1
  1	-1.2	-33	5	-0.1	0.9	1.6	-0.4	-6
Cc1ccnc(NS(=O)(=O)c2ccc(NS(=O)(=O)c3cccs3)cc2)n1
  5	0.23	-9	-5	-0.8	1	-0.49	0.24	-7
O=C1c2ccccc2C(Nc2ccc3c(c2)OCCO3)N1Cc1ccc2c(c1)OCO2 (configuration not stated)
  12	0.0034	-8	24	-0.8	0.8	-0.66	-0.47	9
COC(=O)[C@H](C)NC(=O)NCc1ccccc1F
  x	-1.1	4	9	-1.4	0.9	-0.31	-0.27	-2
O=C1OCCC1Sc1nc2ccccc2n1-c1ccccc1 (configuration not stated)
  6	0.096	-10	13	-0.3	0.9	x	-1.1	3
Cc1ccc(N2OC3C(=O)NC(=O)C3C2c2ccco2)cc1 (configuration not stated)
  4	-1	3	-1	0.2	0.9	-0.029	0.18	-6
Cc1ccc(S(=O)(=O)C2(C(=O)N3CCCC(C)C3)CC2)cc1 (configuration not stated)
  2	0.36	-14	15	-1.1	1	-0.57	-0.14	-10
Cc1ccc(-c2csc3nnc(SCC(=O)Nc4nsc(-c5ccccc5)n4)n23)cc1
  0	1.1	x	7	-0.3	1.1	0.13	-0.78	2
Cn1c(SCC(=O)Nc2ccc(N3CCOCC3)cc2)nnc1-c1ccccc1
  5	0.06	-8	-3	-0.2	0.9	-0.13	-0.012	-5
O=C(NCCC1=CCCCC1)C1CCCN(S(=O)(=O)c2cnc[nH]2)C1 (configuration not stated)
  4	-0.36	-13	0	0.1	0.9	0.0089	1.1	-5
COc1ccc(CCNS(=O)(=O)c2cccc(F)c2)cc1OC
  8	0.15	-8	5	0.0	0.9	8.1*	-0.032	-2
CCOc1ccc(C(=O)CCN2CCCCC2)cc1
  4	-0.63	-5	12	-0.6	1	-1.4	-0.88	3
CCCn1c(NCc2ccc3c(c2)OCO3)nc2ccccc21
  11	-0.12	-24	12	-0.1	0.9	-0.91	-0.74	-3
Cc1ccccc1OCCN1C(=O)c2ccccc2C1=O
  5	0.31	-16	-6	-0.5	0.9	-1.6	-0.59	-4
CCN(CC)S(=O)(=O)c1cccc(-c2nnc(SCCOc3ccc(Cl)cc3)o2)c1
  4	-1.5	12	7	-0.8	1	-1.8	0.053	-5
CCCOc1ccc(C(=O)CCN2CCCCC2)cc1
  5	0.26	12	-1	-1.5	0.9	-0.59	-2.1	0
Cc1cccc(NCc2ccccc2O)c1
  8	0.24	-12	18	-0.5	0.9	-0.42	-0.12	4
CCn1c(SCC(=O)N2CCN(c3ccc(Cl)cc3)CC2)nc2ccccc2c1=O
  -10	-0.97	8	18	-1.0	0.9	-0.14	0.086	-4
O=C(NC1CCCCC1)C1CN(S(=O)(=O)c2ccccc2)CCN1S(=O)(=O)c1ccccc1 (configuration not stated)
  11	0.63	-16	22	-0.3	0.9	0.022	0.25	-5
O=c1c2cc(N3CCOCC3)ccc2[nH]c(=S)n1CC1CCCO1 (configuration not stated)
  11	0.01	x	-4	x	1	0.025	-1.1	x
CCOC(=O)CNC(=O)CSc1nnc(-c2ccccc2)n1Cc1ccco1
  9	0.35	8	16	-0.3	0.9	-1.3	0.82	-5
CCCCn1c2nc3ccccc3nc2c2c(=O)n(CCC)cnc21
  -8	-0.026	-1	7	-0.2	0.9	2.2	-0.17	1
CCN1CCC(C(=O)NC2CCCC2)(N(Cc2cccs2)C(=O)Cn2nnc3ccccc32)CC1
  -2	0.019	-2	19	0.3	0.9	-0.28	-0.22	4
COC(=O)c1ccc(OCc2nc(N)nc(N3CCOCC3)n2)cc1
  2	-0.11	9	-7	-0.4	1	0.78	0.0025	-8

Three compounds out of the list, arranged by heavy-atom count, low to high.
Every second line gives: E coli RNAP	M1 agonist	S1P1 ag pot	HEK293 NFkB inh	S1P3 agonist	TNAP act mid DEA	D1 mod	M1 antagonist	Jurkat viability
O=C1OCCC1Sc1nc2ccccc2n1-c1ccccc1 (configuration not stated)
  6	0.096	-10	13	-0.3	0.9	x	-1.1	3
Cc1ccnc(NS(=O)(=O)c2ccc(NS(=O)(=O)c3cccs3)cc2)n1
  5	0.23	-9	-5	-0.8	1	-0.49	0.24	-7
O=C1c2ccccc2C(Nc2ccc3c(c2)OCCO3)N1Cc1ccc2c(c1)OCO2 (configuration not stated)
  12	0.0034	-8	24	-0.8	0.8	-0.66	-0.47	9
